RGS4 inhibitor: inhibitors of human regulator of G protein signaling 4 | P49798 | Transcreener GDP fluorescence polarization, RGS4-accelerated GTP hydrolysis | Potency, µM (series often up to 114 µM), for the others: top-dose activity change, negative = inhibition, hits mostly inhibitors | AID 504845 | 0.039% of 390,000 active; also: potency is read from the fitted curve at half-maximal effect; % is scaled to controls: 0 for no effect and ±100 for the full control effect; nearly all actives have a fitted effect of over 75% in size; some results filed as inactive show a strong effect at the top dose
Target sequence (P49798 whole entry, looked up): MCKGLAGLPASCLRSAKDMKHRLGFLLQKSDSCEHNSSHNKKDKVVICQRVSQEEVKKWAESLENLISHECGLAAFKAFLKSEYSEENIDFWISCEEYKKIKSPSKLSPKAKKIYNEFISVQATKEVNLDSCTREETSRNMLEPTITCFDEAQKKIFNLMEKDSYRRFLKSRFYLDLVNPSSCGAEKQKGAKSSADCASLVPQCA
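MLSMR compounds (23 nl, pin-transferred) preincubated 10 min at room temperature with a 500nM (2x) first reagent, then RGS4 at 900nM (2x) plus Transcreener GDP mix added; fluorescence polarization (620/688 nm) read before and after 90 min at 30 °C.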
Vif-APOBEC3F blk: blocks the Vif interaction with APOBEC3F | HeLa A3F-eYFP + Vif (tagged APOBEC3F with the HIV-1 protein that degrades it), YFP fluorescence increase | Potency, µM (highest dose often 46.1 µM), for inactives: at the top dose activity, negative = active | 0.2% of 390,000 active; also: potency is read from the fitted curve at half-maximal effect; % of control where 0% means no effect; nearly all actives have a fitted effect of over 65% in size
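HeLa cells stably expressing A3F-eYFP plus Vif, plated and incubated overnight at 37 deg C, then exposed to compounds overnight at 37 deg C. Blocked degradation read as raised yellow fluorescence (Ex 488/Em 500-530).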
D2 ag: D2 dopamine receptor (human) agonism; P14416; HEK293 T-REx D2 cells, calcium flux agonist mode; activation, % at 2 µM; 0.53% of 340,000 active; AID 485358;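 active = activation over 3 SD above normal in the single-dose calcium agonist read, cut at about 30% in these data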; also: 0% is about no effect
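Agonism is scored from calcium flux in a force-coupled, inducible HEK293 cell line expressing D2, read kinetically for 180 s after compound addition against dopamine controls.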
Vif-A3G inh: inhibitors of Vif-APOBEC3G interaction; Q9HC16; HeLa A3G-eYFP + Vif (tagged APOBEC3G with the HIV-1 protein that degrades it), YFP fluorescence, overnight; Potency, µM (titrated, usually from 46.1 µM), for the others: at the highest dose activity, negative = active, actives largely listed as inhibitors; 0.076% of 410,000 active;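 also: potency is read from the fitted curve at half-maximal effect; % is scaled to controls: 0 for no effect and ±100 for the full control effect; nearly all actives have a fitted effect of over 60% in size; hits raise eYFP signal because A3G escapes Vif-driven loss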
Target sequence (Q9HC16 whole entry, looked up): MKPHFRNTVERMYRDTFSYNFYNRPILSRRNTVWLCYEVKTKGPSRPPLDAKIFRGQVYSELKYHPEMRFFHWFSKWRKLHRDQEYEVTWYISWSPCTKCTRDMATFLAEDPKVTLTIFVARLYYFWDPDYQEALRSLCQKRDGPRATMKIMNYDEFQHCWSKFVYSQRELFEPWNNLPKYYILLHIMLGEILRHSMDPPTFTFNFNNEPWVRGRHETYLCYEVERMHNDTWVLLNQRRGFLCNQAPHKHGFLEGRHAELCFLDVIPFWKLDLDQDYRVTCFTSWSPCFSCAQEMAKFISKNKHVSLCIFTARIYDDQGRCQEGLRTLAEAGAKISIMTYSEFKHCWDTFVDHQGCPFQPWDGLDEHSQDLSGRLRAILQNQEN
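Read-out is eYFP fluorescence (Ex 488/Em 500-530) from Vif-expressing HeLa A3G-eYFP cells; more signal means A3G escaped Vif-mediated degradation. Cells plated overnight, compound pinned in, incubated overnight at 37 deg C.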
LDHA inh: LDHA (human) enzyme inhibition; activity change, % (values are at about 110 or 230 µM); purified LDHA, NADH/diaphorase-resazurin fluorescence; stronger effect = lower value; 0.15% of 480,000 active; AID 1347041; P00338; in the data active = activity change below about -30%; inconclusive = mostly about -25% to -30%;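 also: plate controls were DMSO wells for no effect and wells without enzyme for full effect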
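Human LDH5 (2 nM) was incubated with 0.06 mM NADH and 0.2 mM pyruvate for 5 min at room temperature in Tris pH 7.4. Remaining NADH was coupled through diaphorase/resazurin, and resorufin fluorescence was read at 0 and 20 min.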
Glioma ERSR ind: induces the endoplasmic reticulum stress response in human glioma cells. U87-MG GRP78 promoter luciferase reporter, 16 h. 0.02% of 420,000 active. Potency, µM, for inactives: at the highest dose activation, usual class: activators. AID 602332; also: potency is read from the fitted curve at half-maximal effect; series mostly up to about 76 µM; % of control where 0% means no effect; nearly all actives have a fitted effect of over 35% in size
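Stably transfected U87-MG human glioma cells carrying a GRP78-based luminescent sensor were seeded at 1000 cells/well, pin-dosed with compounds and incubated 16 h. Luciferase reagent was then added, and end-point luminescence was read after 10 min at room temperature.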
12-LOX inh: ALOX12 (human) lipoxygenase inhibition | purified 12hLO, xylenol orange hydroperoxide absorbance | 1.1% of 580,000 active | Potency, µM (top dose mostly 108 µM), for the others: at the highest dose activity change, negative = inhibition, hits mostly inhibitors | P18054 | AID 1671190; also: potency is read from the fitted curve at half-maximal effect; % is scaled to controls: 0 for no effect and ±100 for the full control effect
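Hydroperoxide product was detected by ferrous iron/xylenol orange as the 573 to 405 nm absorbance ratio. Arachidonic acid at 40 uM (final) was turned over for 30 min at room temperature by 150 nM human 12hLO, pH 7.0 Hepes buffer, after 15 min compound preincubation.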
ERG Ets-DNA blk: ERG Ets/DNA interaction inhibition; fluorescence polarization, His-ERG Ets domain / labelled DNA; Potency, µM (top dose mostly 76.9 µM), for the others: at the top dose FP activity, negative = inhibition, hits mostly inhibitors; P11308; 0.028% of 370,000 active; active = well fitted inhibition curve with a large enough effect in the polarisation, with a control signal flat; inconclusive = small, poorly fitted or top-dose-only effect, or effect the other way, or a change in a side signal; inactive = no such curve, though single readings can be large or run the other way; the % refers to the polarisation;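 also: polarization taken with two DNA probes labelled with fluorescein and Texas red; potency is read from the fitted curve at half-maximal effect; % of control where 0% means no effect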
Target sequence (P11308 whole entry, looked up, the tested form may be a part): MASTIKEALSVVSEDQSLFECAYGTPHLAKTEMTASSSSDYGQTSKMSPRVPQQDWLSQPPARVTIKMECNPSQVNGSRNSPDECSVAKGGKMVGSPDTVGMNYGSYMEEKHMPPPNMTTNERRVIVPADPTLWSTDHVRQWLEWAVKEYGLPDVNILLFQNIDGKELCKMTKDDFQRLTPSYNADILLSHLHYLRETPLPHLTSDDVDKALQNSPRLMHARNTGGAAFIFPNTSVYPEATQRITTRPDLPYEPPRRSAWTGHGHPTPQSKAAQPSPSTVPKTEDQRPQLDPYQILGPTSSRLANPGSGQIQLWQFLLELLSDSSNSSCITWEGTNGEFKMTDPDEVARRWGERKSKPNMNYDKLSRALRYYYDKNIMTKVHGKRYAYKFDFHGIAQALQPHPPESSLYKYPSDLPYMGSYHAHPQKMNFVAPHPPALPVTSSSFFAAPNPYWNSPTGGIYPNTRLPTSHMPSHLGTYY
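His-tagged ERG Ets domain (1 uM in the protein solution; 300mM KCl, 50mM Tris-HCl, 1mM EDTA, 1mM DTT, pH 7.5) received compound, then a probe mix of 5 nM fluorescein-DNA and 100nM Texas-615-DNA. Fluorescence polarization was read for both dyes.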
D2 antagonist: antagonists of human D2 dopamine receptor | inhibition, % at 10 µM | AID 485344 | P14416 | HEK293 TREx D2 cells, calcium flux, dopamine EC80 | 2% of 340,000 active; in the data active = inhibition above about 30%; also: 0% is about no effect
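HEK293 T-REx D2 cells, tet-induced, calcium dye no-wash. Cpd pintool add, 180 s kinetic, then EC80 DA, 180 s kinetic. Ca flux read.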
Starred values were filed as active, the others as inactive; ? = inconclusive; nt = no result given; & = joins results of further samples; [ ] = dose if it differs, or a comment. Unless noted, calls follow the shape of the dose curve; as a rule, active = well fitted curve in the direction sought with a large enough effect; inconclusive = small, poorly fitted or top-dose-only effect, or another doubt; inactive = no such curve, though single readings can be large; an effect the other way counts as inactive or inconclusive. A portion of the library (hit frequency here may not be typical).

1) O=C(O)[C@@H]1Cc2c([nH]c3ccccc23)C2CCC(=O)N21 (some centres not stated)
2) CSc1ccccc1NC(=O)CN(C)CC(=O)NCc1ccccc1
3) Cc1ccc(-n2nc3c([n+]2[O-])CCc2c-3no[n+]2[O-])cc1
4) Cc1cccc(OCC(=O)NNC(=O)c2cc(S(=O)(=O)N(C)C)ccc2N2CCCC2)c1
5) C/C=C(\C)CN1CCC(n2nccc2NC(=O)c2ccc3c(c2)OCO3)CC1
6) CN(C)/C=C1\C(=O)Nc2ccccc21
7) COC(=O)C1(NC(=O)NC23CC4CC(CC(C4)C2)C3)CCCCC1
8) N#C/C(=C\C1CC=CCC1)c1nc2ccccc2[nH]1 (configuration not stated)
assay / entry | 1 | 2 | 3 | 4 | 5 | 6 | 7 | 8
RGS4 inhibitor | -1% | 8% | -1% | -6% | -16% | 13% | 2%[56.9 µM] | 16%
Vif-APOBEC3F blk | 2% | 8% | -3% | -20% | -4% | 4% | 5% | -3%
LDHA inh | 0 | -5 | -5 | -9 | -6 | -3 | -3 | 16
Vif-A3G inh | -4% | 2% | -2% | -14% | -1% | -3% | 3% | -23%
Glioma ERSR ind | 0% | -3% | -3% | -4% | -4% | 0% | -2% | 10%
D2 ag | 0.5 | -2.3 | 0.3 | 0.7 | 0.0 | 0.0 | 2.1 | -0.5
ERG Ets-DNA blk | 12% | -3% | -4% | 9% | -2% | -1% | 2% | -2%
12-LOX inh | 17% | 12% | 0% | 32%[activator] | 0% | 3% | -13% | ?
D2 antagonist | 9 | 4 | 7 | -5 | -24 | -4 | -3 | -1

9) COc1cccc(-c2ccc3c(c2)O[C@@H](CN(C)Cc2cncnc2)[C@@H](C)CN([C@H](C)CO)S3(=O)=O)c1
10) Cc1cccc(NC(=O)CN2C(=O)c3ccccc3C2=O)c1C
11) CCCc1nnc(SCC(=O)Nc2ccccc2F)o1
12) O=c1oc2ccc(NS(=O)(=O)c3cccc4cccnc34)cc2s1
13) O=C(Nc1ccc(Br)cc1)C1CCN(C(=O)c2ccc(F)cc2)CC1
14) O=C1OC(c2ccccc2)(c2ccccc2)c2ccccc21
15) O=S(=O)(Nc1cc(Sc2cccc3cccnc23)c(O)c2ccccc12)c1ccc(F)cc1
16) O=C(Nc1cc(C(F)(F)F)ccc1N1CCOCC1)c1ccco1
assay / entry | 9 | 10 | 11 | 12 | 13 | 14 | 15 | 16
RGS4 inhibitor | nt | -9% | -3% | -23% | -11% | 1% | ? | 19%
Vif-APOBEC3F blk | -9% | 2% | 11% | 3% | -6% | 5% | 4% | -6%
LDHA inh | -5 | -4 | -1 | -4 | 0 | -3 | 27 | -5
Vif-A3G inh | 1% | 0% | 2% | 1% | 5% | -11% | ? | -1%
Glioma ERSR ind | -6% | -4% | -1% | -2% | -4% | 2% | -11% | -2%
D2 ag | nt | 0.5 | -0.1 | -3.0 | -1.3 | nt | -1.1 | -0.4
ERG Ets-DNA blk | nt | -5% | -3% | -6% | -9% | -2% | ? | -2%
12-LOX inh | 0% | -8% | -11% | -49% | -37% | -8% | ? | 13%
D2 antagonist | nt | -1 | 5 | -3 | -1 | nt | -9 | 12

17) COC(=O)CNc1cc(S(=O)(=O)N2CCCCC2)ccc1Oc1cccc(C)c1
18) Cn1cnnc1SCC(=O)c1ccc2c(c1)NC(=O)CO2
19) CC(=O)Nc1ccc(-c2ccnc3c2CC(C)(C(=O)Nc2ccc4c(c2)OCO4)O3)cc1 (configuration not stated)
20) Oc1cc(O)c2c(c1)O[C@H](c1ccc(O)c(O)c1)[C@@H](O)C2
21) NS(=O)(=O)c1ccc(NC(=O)COC(=O)c2ccc(Cl)nc2)cc1
22) COc1ccc(-c2cc(-c3cc(C)ccc3O)[nH]n2)cc1
23) Cc1cccc(OCCCCn2c(C3CC(=O)N(c4ccccc4Cl)C3)nc3ccccc32)c1 (configuration not stated)
24) Cc1ccc(N(CC(=O)N2CCOCC2)S(C)(=O)=O)cc1C
assay / entry | 17 | 18 | 19 | 20 | 21 | 22 | 23 | 24
RGS4 inhibitor | 20% | -21% | nt | 6%[56.9 µM] | 6% | 0% | 10% | 6%
Vif-APOBEC3F blk | ? | 1% | nt | 1% | -9% | ? | -1% | -8%
LDHA inh | -1 | 0 | -2 | -2 | -11 | -8 | -2 | 0
Vif-A3G inh | 1% | -7% | ? | 1% | 5% | -1% | 0% | 0%
Glioma ERSR ind | -4% | -2% | -1% | -5%&-4%&-5% | -3% | ? | -1% | -4%
D2 ag | 2.2 | 0.7 | nt | -1.3 | 0.4 | 0.4 | nt | -0.5
ERG Ets-DNA blk | -7% | 0% | nt | 3% | 0% | 6% | 5% | -4%
12-LOX inh | 11% | 8% | -13% | ? | -14% | ? | -14% | ?
D2 antagonist | 6 | 28 | nt | -7 | 14 | -27 | nt | 11

25) CC(C)C(C(=O)NCc1ccco1)N(CC1CCCO1)C(=O)CNS(=O)(=O)c1ccc(F)cc1 (configuration not stated)
26) COc1ccc(N2CCN(C(=O)c3cccc(N4C(=O)C5CC=CC(C)C5C4=O)c3)CC2)cc1 (configuration not stated)
27) O=C(COC(=O)c1ccc(O)cc1)Nc1ccc2c(c1)OCO2
28) COCC1CCCN(C(=O)c2cc(COc3cncc(Cl)c3)on2)C1 (configuration not stated)
29) COc1ccccc1CNC(=O)CCC(=O)N1CC(C)Sc2ccccc21 (configuration not stated)
30) CCC1(c2ccccc2)NC(=O)N(Cc2ccc(C(=O)OC)cc2)C1=O (configuration not stated)
31) CSCCC1NC2(C(=O)Nc3c(Cl)cccc32)[C@@H]2C(=O)N(C3CCCC3)C(=O)[C@H]12 (some centres not stated)
32) CCOc1ccc(CNn2nnnc2N)cc1
assay / entry | 25 | 26 | 27 | 28 | 29 | 30 | 31 | 32
RGS4 inhibitor | -7% | -15% | 1% | -14% | -6%&35% | -1% | -19% | -27%
Vif-APOBEC3F blk | 2% | 3% | 10% | 6% | -6%&6% | 10% | -5% | -2%
LDHA inh | 0 | 16 | -3 | -1 | -3&3 | -5 | -2 | -11
Vif-A3G inh | 0% | -7% | 1% | -1% | 0%&6% | 0% | 1% | 0%
Glioma ERSR ind | -2% | -3% | 3% | 5% | -3%&-2% | -4% | 1% | -2%
D2 ag | 0.6 | 0.8 | nt | 0.4 | -0.1&-0.4 | -0.8 | -0.2 | -0.1
ERG Ets-DNA blk | 0% | -6% | -3% | -2% | 3%&0% | -5% | -5% | -2%
12-LOX inh | -28% | ? | -5% | -23% | 440%&0%[activator] | -14% | -18% | -21%
D2 antagonist | 25 | 28 | nt | 8 | 32* | -14 | 4 | 5

33) O=C(CSc1nc(O)cc(=O)n1-c1ccccc1)Nc1nc2ccccc2s1
34) CC(NC(=S)Nc1cccc(F)c1)C(c1cccs1)N1CCOCC1 (configuration not stated)
35) CC(C)c1ccc2nc(NC(=O)C3CC3)sc2c1
36) CC(=O)OC1CC(C)(C)N(OC(=O)CCCN2C(=O)c3ccccc3C2=O)C(C)(C)C1
37) CCn1c(SCC(=O)N2CCN(c3ccccc3)CC2)nnc1-c1ccoc1C
38) Cc1nn(-c2ccccc2)c(N2CCCC2)c1/C=C1\N=C(c2ccc(OC(C)C)cc2)OC1=O
39) O=C(Cc1ccc(Br)cc1)c1ccc(O)cc1O
40) O=C(Nc1nc2ccc(S(=O)(=O)N3CCCC3)cc2s1)C1CCCO1 (configuration not stated)
41) CNC(=O)c1c(NC(=O)c2ccc(S(=O)(=O)N3CCCC(C)C3)cc2)sc2c1CCC2 (configuration not stated)
42) CCc1ccc(N(CC)C(=O)c2ccc3c(Cl)c4c(nc3c2)CCC4)cc1
43) O=C(c1ccccc1Sc1ccc([N+](=O)[O-])cc1)N1CCCCC1
assay / entry | 33 | 34 | 35 | 36 | 37 | 38 | 39 | 40 | 41 | 42 | 43
RGS4 inhibitor | -39% | -4% | 3% | 5% | 5% | 20% | 6% | 27% | -11% | 15% | 10%
Vif-APOBEC3F blk | 4% | 18% | -3% | 4% | 0% | 2% | -13% | -10% | -5% | 4% | 11%
LDHA inh | -8 | -9 | -1 | -6 | -1 | -5 | -2 | -8 | -1 | 8 | -2
Vif-A3G inh | -2% | -2% | -3% | -1% | 7% | -3% | -4% | 0% | -1% | 1% | -1%
Glioma ERSR ind | -2% | -1% | 0% | -5% | -5% | -4% | 4% | 0% | -4% | -2% | -2%
D2 ag | 0.9 | 1.9 | -0.5 | 0.5 | 0.5 | 1.5 | -2.4 | 1.1 | 0.9 | nt | -0.6
ERG Ets-DNA blk | 2% | -2% | 4% | -4% | 4% | 0% | 7% | 2% | 5% | 12% | -16%
12-LOX inh | ? | 0% | -1% | 8% | ? | -4% | ? | -16% | -21% | ? | -28%
D2 antagonist | -5 | 3 | -5 | -12 | -2 | -13 | 27 | 24 | nt | nt | -7

Just ERG Ets-DNA blk (3 entries from above):
nr | Structure | ERG Ets-DNA blk
27 | O=C(COC(=O)c1ccc(O)cc1)Nc1ccc2c(c1)OCO2 | -3%
4 | Cc1cccc(OCC(=O)NNC(=O)c2cc(S(=O)(=O)N(C)C)ccc2N2CCCC2)c1 | 9%
12 | O=c1oc2ccc(NS(=O)(=O)c3cccc4cccnc34)cc2s1 | -6%

High-throughput results: PubChem, National Center for Advancing Translational Sciences (NCATS)
